GoLoco inh red – blocks human Gai1 binding to RGS12 GoLoco peptide, red readout; P63096; Gai1:RGS12 GoLoco peptide FP, rhodamine, 10 min; 230,000 compounds, 0.44% hits; AID 880; Potency, µM (series often up to 61.6 µM), without a hit: top-dose activity, negative = inhibition, hits mostly inhibitors; active = well fitted inhibition curve with a large enough effect, not every such curve was filed as active; inactive = no such curve, though single readings can be large or run the other way; note: % is set by controls: 0 for no effect and ±100 for the full control effect; nearly all actives have a fitted effect of over 30% in size; many of its hits are not listed in these tables
Target sequence (P63096 whole entry, looked up): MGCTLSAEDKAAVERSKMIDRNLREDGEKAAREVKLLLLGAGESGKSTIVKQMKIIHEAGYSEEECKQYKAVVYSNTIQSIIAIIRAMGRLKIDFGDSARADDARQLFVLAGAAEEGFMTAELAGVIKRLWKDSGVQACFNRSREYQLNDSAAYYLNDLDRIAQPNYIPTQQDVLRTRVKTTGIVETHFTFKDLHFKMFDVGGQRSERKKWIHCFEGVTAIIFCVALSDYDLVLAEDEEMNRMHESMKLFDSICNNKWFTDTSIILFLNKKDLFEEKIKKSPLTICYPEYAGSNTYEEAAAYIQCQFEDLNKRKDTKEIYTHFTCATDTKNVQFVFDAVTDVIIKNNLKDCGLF
HTT cytoprotect – Huntington cell model cytoprotection by ATP luminescence | 230,000 compounds, 0.14% hits | PC12 HTT-Q103 induced, cytoprotection, ATP luminescence, 40 h | Potency, µM (top dose mostly 56.4 µM), for inactives: cytoprotection (ATP increase), usual class: activators;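 note: % of control where 0% means no effect; nearly all actives have a fitted effect of over 45% in size; toxic huntingtin expression switched on by the ecdysone agonist tebufenozide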
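Cells were plated at 1500 per well in phenol red-free DMEM with 5% equine and 5% calf serum. Tebufenozide (100 nM final) and compounds were added, then ATPlite reagent, and luminescence was read.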
HttQ103 aggreg – inhibitors of mutant huntingtin aggregate formation in PC12 cells; PC12 HttQ103-GFP aggregates, Acumen cytometry, 40 h; Potency, µM (titrated, usually from 46.1 µM), without a hit: at the top dose activity change, negative = inhibition, hits mostly inhibitors; 220,000 compounds, 1.1% hits; AID 1688; note: % is set by controls: 0 for no effect and ±100 for the full control effect; nearly all actives have a fitted effect of over 60% in size
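Aggregates are detected as GFP objects 1–25 µm with signal 6 STDEV over background in lysates of induced PC12 cells. These carry Huntingtin exon 1 with 103 glutamines fused to GFP under an ecdysone promoter; compounds titrated.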
GAA inhib – inhibitors of human lysosomal alpha-glucosidase | purified human GAA, 4-MU-alpha-glucoside fluorescence | P10253 | 200,000 compounds, 0.005% hits | Potency, µM (top dose mostly 76.9 µM), for the others: at the top dose activity change, negative = inhibition, hits mostly inhibitors;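 note: plate controls were uninhibited enzyme wells for no effect and no-enzyme background for full effect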
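Fluorescence at Ex 365/Em 440 nm from 4-methylumbelliferone reported enzyme activity after 20 min at room temperature. Reactions used 4 nM enzyme and 400 uM substrate at pH 5.0; curves fitted with the Hill equation.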
GAA glycogen – inhibitors or activators of human alpha-glucosidase glycogen cleavage; P10253; Potency, µM (titrated, usually from 76.4 µM), inactives show at the top dose activity change, negative = inhibition, most hits filed as inhibitors; recombinant GAA, glycogen substrate, Amplex Red glucose oxidase fluorescence; 300,000 compounds, 0.38% hits;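 note: 0% = full enzyme reaction and -100% = no-enzyme basal signal; the screen sought inhibitors and activators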
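Recombinant human alpha-glucosidase (4 nM final) hydrolysed bovine liver glycogen (30 ug) for 40 min at 37 C in pH 5.0 citrate/phosphate with 0.01% Tween-20. Released glucose detected by glucose oxidase/Amplex Red, Ex 573/Em 610 nm. Compounds up to 77 uM; AC50 from Hill fits.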
GAA spleen mod – inhibits or activates alpha-glucosidase in human spleen homogenate; Potency, µM (highest dose often 79.9 µM), inactives show top-dose activity change, negative = inhibition, actives largely listed as inhibitors; 240,000 compounds, 0.006% hits; AID 2112; human spleen homogenate, 4-MU-alpha-glucoside fluorescence; P10253;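 note: 0% = enzyme with vehicle and -100% = no enzyme basal signal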
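Human spleen homogenate (1 ug) with 4-methylumbelliferyl-alpha-D-glucopyranoside (1 mM final) in 50 mM citrate/phosphate pH 5.0, 0.01% Tween-20; 40 min at 37 C. Stopped at pH 10; 4-MU fluorescence Ex 365/Em 440 nm; AC50 by Hill fit.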
IMPase Li inh – membrane-permeable IMPase blocker, potentiated with lithium; CHO-M1 cells, IP1 TR-FRET (IP-One), carbachol + lithium; Potency, µM (doses to about 59.4 µM), inactives show at the highest dose activity, negative = IMPase inhibition, hits mostly inhibitors; 210,000 compounds, 0.35% hits; AID 1457;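 note: IP1 builds up when IMPase is blocked and the TR-FRET signal falls; plate controls were basal vehicle for no effect and high inhibitor control for full effect; nearly all actives have a fitted effect of over 50% in size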
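CHO cells stably expressing M1 receptor (2000/well) were cultured 16–30 h, then exposed to compounds with a small lithium addition for 30 min at 37C. IP1 was measured by TR-FRET competition; AC50 from Hill fits.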
* = called active by the depositor; ? = inconclusive; . = no result given; [ ] = remark or other dose. Unless noted, calls come from the whole dose curve; as a rule, active = well fitted curve in the direction sought with a large enough effect; inconclusive = small, poorly fitted or top-dose-only effect, or another doubt; inactive = no such curve, though single readings can be large; an effect the other way counts as inactive or inconclusive. Potency is the fitted concentration of half-maximal effect. The list is partial; the hit share may differ from the screen's.

Values run as follows: GoLoco inh red | HTT cytoprotect | HttQ103 aggreg | GAA inhib | GAA glycogen | GAA spleen mod | IMPase Li inh
O=C(Cn1nnc(-c2cccc(C(F)(F)F)c2)n1)N1CCCCCC1
    6.9% | 10.0%[10 µM] | ? | -1.0% | -0.3% | -3.7% | 21.8%[38.3 µM]
CC(C)Oc1ccc(C2CC(=O)N(Nc3ccc([N+](=O)[O-])cc3[N+](=O)[O-])C2=O)cc1 (stereo not drawn)
    -6.3% | -11.7%[10 µM] | 0.0%[9.22 µM] | . | -6.9% | -8.0% | .
Cc1ccc(S(=O)(=O)N2CCN(S(C)(=O)=O)C2)cc1
    -0.6% | -12.9% | 3.5% | -7.3% | 5.5% | -1.0% | -3.0%[38.3 µM]
CCCCNCc1cc(OCC)c(OCC)cc1Br
    10.2% | -16.8% | 6.8%[9.22 µM] | 5.2% | -3.0% | -3.8% | 6.1%
CC(=O)N1Cc2ccccc2CC1C(=O)O (stereo not drawn)
    -3.7% | -71.6%[inhibitor] | -6.6% | -1.8% | 3.4% | -0.5% | 21.2%[38.3 µM]
O=c1c[n+](CCCC[n+]2cc(=O)o[nH]2)[nH]o1
    6.3%[14.2 µM] | -9.7%[10 µM] | . | . | . | . | 7.6%
CN(c1ccccc1C(=O)Nc1cccc(Cl)c1Cl)S(C)(=O)=O
    -9.9% | -3.5% | -18.9% | -5.8% | 5.1% | 3.7% | 20.4%[38.3 µM]
CCN(CC)CCCN=Cc1c(O)n(-c2c(C)cccc2C)c(=O)c2ccccc12
    9.7% | 24.6%[10 µM] | 28.1%[9.22 µM] | . | 2.8% | 1.8% | .
CS(=O)(=O)N(CC(=O)Nc1ccc2c(c1)OCO2)c1ccc(Cl)cc1
    1.7% | 0.8% | 4.8% | 4.3% | -13.1% | 7.5% | -13.2%[38.3 µM]
COc1cccc([C@@H]2Oc3ccc(OC)cc3C[C@H]2OC(=O)Nc2cc(OC)c(OC)c(OC)c2)c1
    5.6% | -20.2% | . | . | . | 1.5% | 27.9%
COc1ccccc1OCc1ccc(C(=O)NCCN(C)C)o1
    -12.0% | -13.3% | 10.5% | -8.3% | 9.9% | -4.4% | 2.9%[38.3 µM]
CCc1ccc(NC2=NC(C(=O)c3ccccc3)CC(=O)N2)cc1 (stereo not drawn)
    -2.8% | 15.2%[10 µM] | -4.2% | -2.8% | -4.2% | -17.1% | -2.2%
CCCn1c(=N)c(C(=O)NCc2ccc3c(c2)OCO3)cc2c(=O)n3cccc(C)c3nc21
    8.4% | -35.1% | -0.1% | -14.6% | 5.4% | -3.8% | 26.6%[38.3 µM]
COc1ccc(CNC(=O)c2sc3nc4c(c(C(F)(F)F)c3c2N)CCC4)cc1
    2.8% | . | ? | -8.8% | -0.3% | 5.2% | 0.5%
O=C1/C(=C2/NCCN2C2CC(=O)N(c3ccccc3)C2=O)CC/C1=C\c1ccccc1 (stereo not drawn)
    19.6% | -13.1% | -16.0% | ? | -1.1% | . | 18.6%
Clc1ccc(Cn2c(-c3cccnc3Cl)nc3ccccc32)c(Cl)c1
    5.5% | 7.5% | 15.7% | 3.4% | -2.1% | -1.5% | -0.3%[38.3 µM]
CC(Sc1nnc(-c2ccccc2Br)n1-c1cccc(C(F)(F)F)c1)C(N)=O (stereo not drawn)
    -1.3% | -24.7%[10 µM] | 30.2% | 1.6% | 14.1% | 3.0% | 0.3%
Cc1ccc(S(=O)(=O)N2CCCC(C(=O)Nc3cccnc3)C2)cc1 (stereo not drawn)
    -48.1% | 3.3% | -1.6% | -9.1% | 6.4% | 6.4% | 32.9%[38.3 µM]
CC(=O)n1cc([C@@H]2C=C(C(=O)N3CCN(Cc4ccc5c(c4)OCO5)CC3)O[C@H](OCc3ccc(CO)cc3)C2)c2ccccc21
    15.5% | -32.6%[10 µM] | 8.0%[9.22 µM] | . | -0.1% | -0.5% | 5.6%
CC(=O)c1c(OC(=O)c2ccco2)c2ccccc2n1C
    14.2% | -0.7% | -14.2% | -16.2% | 0.4% | -2.5% | 47.0%[activator][38.3 µM]
O=C1c2ccccc2S(=O)(=O)N1CC(O)Cn1ccc2ccccc21 (stereo not drawn)
    34.9%[activator] | 20.8% | 7.0% | 2.7% | -3.3% | -1.2% | -12.1%[38.3 µM]
Cc1ccc(OCC(=O)c2cc(C)n(C3CC3)c2C)c([N+](=O)[O-])n1
    6.8% | 13.7%[10 µM] | 29.0% | -4.6% | 8.7% | -9.5% | 7.0%
COc1cc(NC(=O)CN2CCN(c3ccccc3F)CC2)c(C)cc1[N+](=O)[O-]
    9.3% | 20.8%[10 µM] | 0.8% | -0.2% | -1.2% | ? | -2.2%
COC(=O)c1ccc2c(=O)n(Cc3ccco3)c(SCC(=O)Nc3ccc(C)c(Cl)c3)nc2c1
    -0.5% | 5.6%[10 µM] | 4.1% | ? | 1.9% | 2.4% | ?
O=c1nc(-c2ccccc2)cn[nH]1
    0.4% | -3.2%[0.074 µM] | 9.5% | -8.1% | 16.2% | -5.3% | 4.9%[38.3 µM]
CSc1ccccc1C(=O)Nc1ccccc1C(=O)NC(C)C
    -8.4% | -6.1%[10 µM] | 22.0% | -4.6% | -10.4% | -3.5% | 1.4%
CCCC(=O)Nc1cccc(-c2nc3cc(C)c(C)cc3o2)c1
    13.0% | -62.2%[inhibitor] | -10.2% | ? | -13.6% | 2.8% | 0.7%[38.3 µM]
Nc1nc(-c2ccco2)nn1C(=O)c1ccc(F)cc1
    4.3% | 1.0% | -19.3% | -8.6% | -2.3% | -4.3% | 2.0%
COC(=O)c1ccc(Cn2nnc3ccccc3c2=O)o1
    . | -29.4% | 9.9% | -1.8% | 3.4% | 1.7% | .
COc1ccc(/C=N/NC(=O)C2(C)NC(C)(C)Cc3ccccc32)cc1 (stereo not drawn)
    6.8% | 16.5%[10 µM] | -3.9%[9.22 µM] | 14.0% | -10.3% | -5.5% | 8.4%
O=C1Nc2ccc(Br)cc2/C1=N/N=C/C1=C(N2CCOCC2)C(=C\c2ccccc2)/CC1
    23.1% | 26.1% | 8.9% | -4.7% | -6.2% | -5.7% | 55.4%[activator][38.3 µM]
CCC(CO)NCC(O)COCc1ccc2c(c1)OCO2 (stereo not drawn)
    0.8% | 10.0% | -20.0% | ? | 5.8% | 0.7% | -5.2%
O=C(COc1ccc(S(=O)(=O)N2CCCC2)cc1Cl)NCc1ccco1
    -8.8% | -2.7% | 1.3% | -1.0% | 1.0% | 0.3% | 23.3%[38.3 µM]
Cc1nn(C(=O)CCCn2cc([N+](=O)[O-])cn2)c(C)c1Cl
    -2.2% | -11.6% | -5.8% | -2.2% | -4.7% | -1.2% | -5.4%
CCCCc1ccc(S(=O)(=O)NC2CCS(=O)(=O)C2)cc1 (stereo not drawn)
    7.1% | 26.2%[10 µM] | -1.8%[9.22 µM] | 1.2% | -2.0% | -0.3% | .
COc1ccccc1/C=N/NC(=Nc1ccc(C)cc1)c1nc2ccccc2s1
    13.8% | -14.1% | -3.0% | 3.6% | 6.8% | 4.8% | -15.1%[38.3 µM]
CCc1ccc(N2CC(C(=O)Nc3ccccc3F)CC2=O)cc1 (stereo not drawn)
    -1.6% | 4.7%[10 µM] | 7.2% | -10.2% | -1.7% | -3.2% | -0.4%
CCCn1cnc2c(N)c(C)c(C)cc21
    -1.3% | -10.1%[10 µM] | 3.8% | 4.1% | -11.5% | -3.1% | 3.3%[38.3 µM]
O=C1C2C3C=CC(C3)C2C(=O)N1CCc1ccccc1 (stereo not drawn)
    -42.0% | -16.5%[10 µM] | 19.7% | -3.0% | -4.2% | -2.9% | 41.5%[activator][38.3 µM]
COc1ccc(C(=O)CSc2n[nH]c(N)n2)cc1
    -4.8% | 3.8% | 7.5% | -7.4% | -5.9% | -2.3% | 37.0%[activator][38.3 µM]

Next section, overlapping the part above by 3 compounds.
Values run as follows: GoLoco inh red | HTT cytoprotect | HttQ103 aggreg | GAA inhib | GAA glycogen | GAA spleen mod | IMPase Li inh
CCCn1cnc2c(N)c(C)c(C)cc21
    -1.3% | -10.1%[10 µM] | 3.8% | 4.1% | -11.5% | -3.1% | 3.3%[38.3 µM]
O=C1C2C3C=CC(C3)C2C(=O)N1CCc1ccccc1 (stereo not drawn)
    -42.0% | -16.5%[10 µM] | 19.7% | -3.0% | -4.2% | -2.9% | 41.5%[activator][38.3 µM]
COc1ccc(C(=O)CSc2n[nH]c(N)n2)cc1
    -4.8% | 3.8% | 7.5% | -7.4% | -5.9% | -2.3% | 37.0%[activator][38.3 µM]
Fc1ccc([C@H]2CCNC[C@H]2COc2ccc3c(c2)OCO3)cc1
    2.8% | 11.9% | . | . | . | 1.1% | 29.3%
CC(=O)NCCc1nc2ccccc2n1CCOc1ccc(C)cc1
    3.9% | 13.5%[10 µM] | 5.0%[9.22 µM] | . | 7.7% | -2.8% | .
Cc1cc(NC(=O)CN2CCC(C)CC2)no1
    -7.8% | -6.4% | -0.9% | 0.1% | 5.5% | 0.9% | -13.3%
Cc1nn(Cc2ccc([N+](=O)[O-])cc2)c(=O)n1-c1ccccc1
    -8.2% | 10.5% | 13.3% | 4.9% | 4.3% | -8.6% | 25.6%[38.3 µM]
CN(C)/C=C/C(=O)c1cnc2n(c1=O)CCS2
    6.3% | 10.0%[10 µM] | 4.3% | -6.6% | 3.5% | 1.8% | -3.2%
Cc1cccc(CNc2ccnc(-c3ccc(N(C)C)cc3)n2)c1
    -17.2% | -55.6%[inhibitor] | . | . | . | 0.0% | -1.0%
O=C(O)/C=C/c1ccc(OCc2cccc(F)c2)cc1
    7.7% | -58.4%[inhibitor] | -6.8% | -1.1% | -2.0% | 2.7% | -6.3%
O=C(COC(=O)c1cc2c(s1)CCCC2)NCc1ccccc1Cl
    10.5% | 15.0%[10 µM] | 7.6% | 3.9% | -5.0% | 5.7% | 0.7%
Cc1ccc(-c2ccc(S(=O)(=O)NCC3CCCO3)cc2)cc1 (stereo not drawn)
    4.3% | 23.0%[10 µM] | 4.0%[9.22 µM] | 4.8% | 6.4% | 6.2% | 14.8%
COc1cc(OC)c(C2C(C#N)=C(N)OC3=C2C(=O)CC(C)(C)C3)cc1OC (stereo not drawn)
    -5.3% | -2.7%[10 µM] | -11.4% | -0.3%[15.4 µM] | -10.4% | 7.0% | 25.0%[38.3 µM]
CN(C)CCNC(=O)c1cccc(S(=O)(=O)Nc2ccccc2F)c1
    -2.1% | 0.5%[10 µM] | 19.6% | 2.7% | 16.5% | 2.2% | 13.4%

Screens deposited in PubChem BioAssay by National Center for Advancing Translational Sciences (NCATS).
